# Screening data (PubChem BioAssay)
# TAAR1 antagonist: antagonists of human TAAR1; Q96RJ0; CHO RD-HGA16 TAAR1, Fluo-8 calcium fluorescence, antagonist; inhibition, % at 3 µM; 1.5% of 360,000 active;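 active = inhibition above a per-plate cutoff, the mean inhibition of test compounds on that plate plus 3 SD, cut at about 49% in these data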;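 note: 0% = DMSO plus EC80 beta-PEA response and 100% = DMSO alone without agonist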
# Target sequence (Q96RJ0 whole entry, looked up): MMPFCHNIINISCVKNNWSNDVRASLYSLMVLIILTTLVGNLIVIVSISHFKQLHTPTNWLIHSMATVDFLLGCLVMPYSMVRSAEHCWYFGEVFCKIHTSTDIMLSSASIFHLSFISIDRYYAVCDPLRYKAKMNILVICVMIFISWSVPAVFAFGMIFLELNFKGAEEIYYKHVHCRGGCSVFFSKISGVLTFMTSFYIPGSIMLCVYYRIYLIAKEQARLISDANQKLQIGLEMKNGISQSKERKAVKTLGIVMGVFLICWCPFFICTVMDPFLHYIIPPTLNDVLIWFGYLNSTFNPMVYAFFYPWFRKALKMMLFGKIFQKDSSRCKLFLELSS
#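 System: CHO RD-HGA16 cells bearing hTAAR1. Reagent: EC80 β-phenethylamine stimulus. Schedule: seeding 17-24 h prior, 75-min 37 °C, 30-min RT dye loading. Signal: Fluo-8 intracellular calcium dye fluorescence, real-time kinetic reads. Read-out: % inhibition from peak post-agonist over basal fluorescence ratio. Benchmarks: vehicle wells and EC80 agonist wells. Replicates: n of 1.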
# GPR7 antagonist: human neuropeptides B/W receptor 1 antagonism. P48145. GPR7-expressing cells, fluorescence antagonist assay. inhibition, % at 4.4 µM. 1.1% of 290,000 active; in the data active = inhibition above about 16%, passing the limit was not always enough;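 note: cells stimulated with the agonist NPW; 0% = agonist with vehicle and 100% = vehicle without agonist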
# V1R ag counter: V1a receptor agonism, counter-screen for OXTR agonists. P37288. CHO-V1R cells, Fluo-8 calcium fluorescence, agonist mode; 0% DMSO, 100% 3 nM vasopressin. activation, % at 3 µM. 0.25% of 320,000 active. AID 2797;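 active = activation above the mean activation of all tested compounds plus 3 SD, per screening run, cut at about 20% in these data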;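 note: signal is peak over basal fluorescence ratio across a 100 second FLIPR read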
# CHO-K1 Ca antag: M1 antagonist counterscreen hit in parental CHO-K1 cells; inhibition, % at 3 µM; 0.6% of 360,000 active; ATP-induced calcium, Fluo-8 fluorescence;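 active = inhibition above a per-plate cutoff, the plate's mean sample inhibition plus 3 SD, cut at about 24% in these data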;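 note: 0% = DMSO plus EC80 ATP and 100% = DMSO alone without ATP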
# OXTR potentiate: potentiates the human oxytocin receptor response. P30559. CHO-OTR cells, Fluo-8 calcium fluorescence, potentiator mode; 0% = oxytocin EC15, 100% = EC100. activation, % at 3 µM. 0.061% of 320,000 active;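 active = activation above that plate's cutoff, the mean activation of tested compounds plus 3 SD, cut at about 6.6% in these data, passing the limit was not always enough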;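 note: 100% uses oxytocin at 75 nM as the full agonist control; some results filed as inactive read as strong as hits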
# Target sequence (P30559 whole entry, looked up): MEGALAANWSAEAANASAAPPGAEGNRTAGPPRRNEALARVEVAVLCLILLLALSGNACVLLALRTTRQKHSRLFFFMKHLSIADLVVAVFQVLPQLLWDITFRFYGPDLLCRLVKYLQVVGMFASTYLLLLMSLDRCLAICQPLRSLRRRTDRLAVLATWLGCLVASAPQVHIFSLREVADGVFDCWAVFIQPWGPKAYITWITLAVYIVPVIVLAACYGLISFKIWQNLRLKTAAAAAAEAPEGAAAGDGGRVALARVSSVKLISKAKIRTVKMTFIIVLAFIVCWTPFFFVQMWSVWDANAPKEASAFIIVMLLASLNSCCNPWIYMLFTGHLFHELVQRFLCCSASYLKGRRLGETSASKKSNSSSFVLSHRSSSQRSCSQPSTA
#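 test system = CHO-OTR cells, human receptor | compound = single-point 3.0 µM | schedule = 6 min compound pre-incubation at room temperature, 100 s kinetic read | signal = Fluo-8 no-wash calcium dye fluorescence, excitation 470-495 nm, emission 515-575 nm | repeats = single well per compound, singlicate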
# OXTR ag: human OXTR agonism; P30559; 0.32% of 320,000 active; CHO-OTR cells, Fluo-8 calcium fluorescence; normalized: DMSO 0%, oxytocin 100%; activation, % at 3 µM;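 active = activation above the mean of all tested compounds plus 3 SD, cutoff set per screening run, cut at about 20% in these data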;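 note: peak over basal fluorescence ratio from a 100 s FLIPR kinetic read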
# CHO parental Ca: counter-screen: ATP calcium response change in parental CHO cells; parental CHO-K1, ATP-induced calcium, Fluo-8 fluorescence; inhibition, % at 5.6 µM; 0.63% of 330,000 active;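 active = inhibition above that plate's mean sample inhibition plus 3 SD, cut at about 26% in these data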;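 note: 0% = ATP-challenged DMSO wells and 100% = DMSO wells without ATP; some compounds past the cut are filed as inactive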
#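 Material – parental CHO cells · Reagent – ATP stimulus · Compound – single nominal dose of 5.6 µM per compound · Detection – Fluo-8 fluorescence · Read-out basis – percent inhibition of calcium signal · Controls – ATP-challenged DMSO wells low, unchallenged DMSO wells high · Repeats – no replicates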
# M1 ag parental: nonselective activator or artifact in parental CHO-K1 cells. Fluo-8 calcium fluorescence; scaled to maximal ATP response, vehicle zero. activation, % at 3 µM. 0.48% of 360,000 active. AID 602248; in the data active = activation above about 15%;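 note: untransfected CHO-K1 host cells lacking M1 receptor as counterscreen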
# M1 PAM parental: M1 PAM counterscreen hit in parental CHO-K1 cells; activation, % at 3 µM; ATP EC20, Fluo-8 calcium fluorescence; 0% at ATP EC20, 100% at ATP max; 0.02% of 360,000 active;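 active = activation above the run cutoff, the mean activation of all test compounds plus 3 SD, cut at about 40% in these data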;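 note: peak over basal fluorescence ratio in a 140 s read after ATP addition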
# * hit, by the source's call; / = no result given.
entry	compound	TAAR1 antagonist	GPR7 antagonist	V1R ag counter	CHO-K1 Ca antag	OXTR potentiate	OXTR ag	CHO parental Ca	M1 ag parental	M1 PAM parental
1	Cc1cc(C)cc(NC(=O)CSc2ccc(-c3ccccn3)nn2)c1	-18.3	-18.3	-0.1	-12.3	2.6	-0.9	-13.2	0.2	4.5
2	COCCN(C(=O)COC(=O)C1(C)CC1(Cl)Cl)c1c(N)n(Cc2ccccc2)c(=O)[nH]c1=O (stereo unspecified)	-12.5	-0.2	0.3	-6.3	-6.9	-1.2	-9.1	0.1	3.6
3	COc1cccc(C(=O)Nc2nnc(S(=O)(=O)N3CCCC3)s2)c1	-2.6	-7.1	3.9	-6.6	-4.8	1.9	-7.9	2.2	19.9
4	O=C1N=c2ccc(Br)cc2=C1c1sc(=O)[nH]c1O	/	8.8	-1.3	/	-5.6	-0.1	2.8	/	/
5	COC(=O)c1cn(NC(=O)c2cc(OC)cc(OC)c2)c(=O)c2ccccc12	9.0	-6.6	-0.4	-2.0	-2.0	-1.4	-2.1	1.7	10.2
6	CCCCc1c(O)nc(SCC(=O)N2CCOCC2)n(-c2ccc(C)cc2)c1=O	-10.0	/	/	0.7	/	/	/	0.2	4.4
7	COc1ccc(Cc2nnc(NC(=O)c3ccccc3Cl)s2)cc1OC	-22.9	2.2	1.7	-1.4	-7.1	0.0	-8.5	22.4*	15.5
8	CC1Cc2nc(SCC(=O)c3ccccc3)n(Cc3ccccc3)c(=O)c2S1 (stereo unspecified)	19.6	-0.9	-1.0	-4.1	-10.0	-0.9	22.7	1.0	13.1
9	COc1cc(-c2nc3cnccn3c2Nc2ccc3c(c2)OCCO3)ccc1O	3.4	-3.1	-1.2	3.5	-5.8	0.0	-12.6	2.9	-2.6
10	C=CCN1C(=O)C(CC(=O)Nc2ccccc2F)S/C1=N\c1nccs1 (stereo unspecified)	-7.2	-1.9	-0.1	-7.4	-7.3	0.3	-16.7	1.3	-0.9
11	Cc1ccc(NC(=O)C2CCCN(S(=O)(=O)c3ccc4[nH]c(=O)ccc4c3)C2)nc1 (stereo unspecified)	-8.8	-4.1	-0.7	-4.5	-20.3	-1.3	-7.2	0.6	9.6
12	CCOC(=O)c1c(NC(=O)COC(=O)c2cc(OC)c(OC)cc2[N+](=O)[O-])sc(C)c1C	7.7	-8.0	-0.4	-2.1	-6.3	-1.1	-19.8	0.3	15.8
13	OC(c1cc(F)cc(Cl)c1)c1ncc(-c2ccc3ccccc3c2)[nH]1 (stereo unspecified)	28.0	/	/	-1.7	/	/	/	4.2	6.9
14	Cc1cccc(N2CCc3c2nc2ccc(Br)cc2c3N)c1	18.9	-1.9	0.9	-6.1	-15.2	-1.2	19.3	0.9	10.1
15	CCc1sc(C(=O)Nc2cccc(C(C)=O)c2)cc1C	13.7	1.2	-1.9	-2.9	-4.9	-0.8	-8.4	1.3	16.1
16	COC1(C2=NCCN2)COc2ccccc2O1 (stereo unspecified)	-15.3	/	-0.1	2.4	4.6	1.1	7.9	0.6	12.4
17	O=C(Nc1ccc2c(c1)CCC2)Nc1ccccc1Cl	28.9	-1.9	0.3	-9.8	-6.5	-1.3	-9.8	-0.4	1.4
18	COc1ccc(NC(=S)N2CCN(S(C)(=O)=O)CC2)cc1	-6.7	-15.4	0.3	2.1	-3.6	0.5	-4.1	0.4	-10.1
19	O=C1c2ccccc2COc2ccc(O)cc21	8.8	7.8	0.4	0.3	-8.2	1.4	-8.4	-0.4	6.3
20	C1CC1Cc1noc(CN2CCN(C3C4CC5CC(C4)CC3C5)CC2)n1 (stereo unspecified)	1.9	19.2	-0.7	-7.9	1.7	-0.1	-2.6	0.6	13.0
21	CCCCC(=O)Nc1cccc(NC(=S)NC(C)=O)c1	-4.9	1.6	-0.6	-9.1	-4.4	-1.3	-0.7	0.5	20.8
22	CN(C)/C=N/C(=S)Nc1ccc(Cl)c(Cl)c1	13.7	-5.5	5.3	1.8	-7.7	4.3	-2.5	9.2	2.0
23	CC(C)n1c(CN(C)c2ccccc2)nc2ccccc21	-11.7	10.2	-0.2	-6.5	-5.9	-1.5	-12.2	1.4	17.0
24	COc1ccc(C(C(=O)NC2CCCCC2)N(C(=O)c2sc(C)nc2C)c2ccccc2)cc1 (stereo unspecified)	43.0	-9.9	-1.4	-1.8	4.8	-1.1	-14.7	1.0	16.4
25	CCOc1ccc(-c2nc(C#N)c(N3CCCCCC3)o2)cc1	-19.4	-5.8	-0.4	-6.1	-4.8	-1.1	13.9	-0.1	14.9
26	CCOc1ccc(S(=O)(=O)Nc2ccncc2)c(C)c1C	11.4	-7.7	2.2	-9.8	2.3	1.7	-5.2	1.3	21.8
27	Cc1cc(C)cc(NC(=O)C2CCCN2C(=O)Oc2ccccc2)c1 (stereo unspecified)	-22.9	-4.5	-1.5	-16.0	-1.1	-2.4	-6.1	0.6	24.6
28	Cc1nn(Cc2cccc(Oc3ccccc3)c2)c(C)c1NC(=O)NC12CC3CC(CC(C3)C1)C2	9.4	-13.0	2.3	-1.0	-3.3	-0.3	4.5	2.0	18.8
29	Cn1c(O)c(N=NC(=O)Cn2c(C(F)(F)F)nc3ccccc32)c2ccccc21	5.1	-3.0	0.4	-5.0	4.8	-0.2	-18.8	1.1	1.9
30	Cc1oc2c(c(C)cc3oc(=O)c(CC(=O)N[C@@H](CCCNC(N)=O)C(=O)O)c(C)c32)c1C	-0.7	1.9	0.0	-5.2	-10.3	0.9	-5.9	1.2	8.2

# (further entries)
entry	compound	TAAR1 antagonist	GPR7 antagonist	V1R ag counter	CHO-K1 Ca antag	OXTR potentiate	OXTR ag	CHO parental Ca	M1 ag parental	M1 PAM parental
31	Cc1sc(NC(=O)CSc2nnc(-c3ccc(F)cc3)o2)c(C#N)c1C	-3.1	-8.7	0.2	1.5	-5.4	-0.8	-5.3	-0.4	7.8
32	Cn1c(=S)c2[nH]c(SCC3CCCO3)nc2n(C)c1=O (stereo unspecified)	0.7	/	/	-10.5	/	/	/	0.4	-3.9
33	COc1ccc2nc3c(c(-c4ccccc4)c2c1)CCC3	16.0	-2.4	-0.4	-19.2	-7.3	-1.7	-39.9	0.6	36.8
34	CCOC(=O)C(C)OC(=O)C1=C(C)NC(=O)NC1c1ccc2c(c1)OCO2 (stereo unspecified)	-5.2	-12.5	0.6	-17.2	-5.3	0.8	-9.7	0.6	24.4
35	CC(=O)N(CCC1(C(C)C)CCOC(C)(C)C1)Cc1ccco1 (stereo unspecified)	8.7	-12.1	0.5	-3.1	-16.1	-1.2	-3.2	1.6	19.0
36	COc1cc(NS(=O)(=O)c2ccc(NC(=O)c3ccc(C)o3)cc2)nc(OC)n1	20.1	-0.5	0.6	-17.7	4.5	0.5	-5.7	-0.2	8.6
37	C#CCN(C)CC/C=C1\c2ccccc2CSc2ccccc21	4.0	-13.7	-1.7	-14.1	-6.6	-1.9	-5.0	-0.5	7.3
38	O=C(Nc1ccc2c(c1)C(=O)NC2=O)c1ccccc1	3.2	3.4	0.3	-2.6	-2.1	-1.1	1.0	1.3	-1.6
39	CC1CCCCN1S(=O)(=O)c1ccc([N+](=O)[O-])cc1 (stereo unspecified)	4.2	8.3	-0.2	-1.9	-2.8	-0.8	-4.1	0.2	11.2
40	CNC(=O)c1ccsc1NC(=O)c1sc2ccccc2c1Cl	71.3*	-7.8	0.2	5.6	-5.1	2.8	7.1	4.5	10.2
41	O=C(c1cccnc1Nc1ccc2c(c1)CCC2)N1CCOCC1	-23.6	-11.1	-1.0	-13.7	-2.0	-0.5	-11.9	0.9	29.8
42	O=C(NCc1ccccc1)/C(=C/c1ccco1)NC(=O)c1ccco1	-14.2	4.0	0.6	3.9	-5.3	0.1	5.2	0.0	1.1
43	O=C(/C=C/c1ccc(F)cc1)Nc1ccc2[nH]c(=O)[nH]c2c1	-18.5	9.3	1.0	-8.1	10.4	2.2	10.7	0.6	14.9
44	COC(=O)c1ccc(/C=N/N2CCN(Cc3ccc(Cl)cc3)CC2)cc1	-10.2	-2.4	1.0	-15.1	-2.7	-1.8	-14.3	1.8	16.9
45	CSCCC(NC(=O)c1ccccc1Cl)C(=O)NCC(c1ccc(F)cc1)N1CCOCC1 (stereo unspecified)	-16.9	/	/	-15.7	/	/	/	-0.3	10.1
46	CC(C)N1CC(C(=O)Nc2cccc([N+](=O)[O-])c2)CC1=O (stereo unspecified)	-22.4	-0.9	-1.1	-12.4	-2.5	0.9	-5.9	0.5	12.6
47	COC(=O)c1cccc(NC(=O)c2cccc(-n3cnnn3)c2)c1	-19.7	/	/	-6.0	/	/	/	1.8	19.8
48	COc1ccc(S(=O)(=O)N(CCc2ccccc2)CC(=O)N/N=C/c2ccc3c(c2)OCO3)cc1	20.2	-3.7	2.0	0.3	-1.6	-0.1	-16.1	-0.2	0.1
49	O=C(Nc1ccc(Cl)cc1)Nc1ccc(N2CCCC2)c(S(=O)(=O)Nc2ccccc2Cl)c1	48.2	-5.5	1.1	9.9	-4.5	0.4	-7.6	4.6	16.1
50	CCOc1ccc(CCNC(=O)C2CCN(S(=O)(=O)N3CCOCC3)CC2)cc1OCC	6.7	-5.7	-0.8	-8.1	1.1	-0.8	-12.0	0.3	18.7
51	COc1ccccc1OCCC(=O)NNC(=O)c1ccccc1F	103.0*	/	0.7	-12.1	-4.8	1.3	-14.3	0.2	11.2
52	CCCOc1ccc(-c2c(C(=O)N/N=C/c3ccco3)nnn2-c2nonc2N)cc1	3.1	-35.2	6.5	0.7	-13.2	8.5	-20.8	0.1	-13.5

# Rows are unselected (roughly 3.5% active in at least one column).
